All columns: NCI-60 one-dose screen, growth in % after 48 h at 10 µM unless noted; 100 = growth as untreated, 0 = no growth, -100 = all killed.
HCC-2998 = HCC-2998 colon cancer. 4.7% of 79,000 active. AID 1794799
HCT-116 = HCT-116 colon cancer | 7.3% of 82,000 active | AID 1794798
SN12C = SN12C renal cancer cells; 3.8% of 81,000 active; AID 1794767
HCT-15 = HCT-15 colon cancer. 5.2% of 82,000 active. AID 1794746
786-0 = 786-0 renal cancer cells; 5.1% of 81,000 active; AID 1794775
UO-31 = UO-31 renal cancer | 5.2% of 81,000 active | AID 1794768
HT29 = HT29 colon cancer. AID 1794748. 7.4% of 81,000 active
TK-10 = TK-10 renal cancer cells; 3.9% of 81,000 active; AID 1794769
SW-620 = SW-620 colon cancer; 5.2% of 82,000 active
* = called active by the depositor; x = not tested or not shown; [ ] = remark or other dose. How the source made its calls: active means growth percent below 10; inactive means the rest. Random draw from the library (roughly 12% active in at least one column).

Start of the listing, in advance:
SMILES | HCC-2998 | HCT-116 | SN12C | HCT-15 | 786-0 | UO-31 | HT29 | TK-10 | SW-620
COc1ccc(C2=Nc3cccc4c3N(CCC4)C2c2ccc(OC)cc2)cc1 (stereo not given) | 85.5 | 64.4 | 70.3 | 88.4 | 93.4 | 64.9 | 66.6 | 121.8 | 79.2
c1ccc2nc(N3CCCCC3)c(N3CCCCCC3)nc2c1 | 106.1 | 97.3 | 98.3 | 109.3 | 99.2 | 99.8 | 102.4 | 103.3 | 105.0
Nc1ccc(N=Nc2ccc(N)cc2)cc1 | 102.1 | 101.3 | 83.7 | 100.8 | 89.4 | 38.2 | 94.7 | 93.8 | 101.6
CCN(CC)c1ccc(NC(=O)c2cccs2)cc1 | 119.4 | 79.7 | 90.2 | 94.2 | 94.7 | 92.3 | 91.1 | 127.2 | 97.2
O=C(Nc1ccccc1)c1cc([N+](=O)[O-])ccc1O | 85.9 | 97.3 | 101.1 | 108.3 | 92.5 | 88.8 | 102.0 | 98.9 | 109.9
Cc1ccc(/C=N\NC(=O)c2[nH]c3ccc(F)cc3c2-c2ccccc2)cc1 | -24.8* | 10.8 | 41.5 | 24.1 | 35.1 | 32.1 | 2.1* | 72.5 | 25.7
O=C(CSc1nc2sc3c(c2c(=O)n1-c1ccc(Cl)cc1)CCCC3)Nc1nc(-c2ccc(Cl)cc2)cs1 | 96.2 | 60.7 | 88.5 | 87.8 | 92.8 | 74.7 | 67.0 | 115.8 | 75.2
O=C(/C=C/c1cccc(Cl)c1)c1ccc(Nc2nc(Nc3ccc(F)cc3)nc(Nc3ccc(Cl)cc3)n2)cc1 | 98.2 | 82.3 | 135.8 | 101.2 | 99.1 | 94.6 | 108.2 | 126.9 | 103.8
Cc1cccc[n+]1CCC(N)=O | 118.4 | x | 105.6 | 105.3 | x | 88.2 | 107.7 | 102.1 | 107.2

Results, repeating the preview:
SMILES | HCC-2998 | HCT-116 | SN12C | HCT-15 | 786-0 | UO-31 | HT29 | TK-10 | SW-620
COc1ccc(C2=Nc3cccc4c3N(CCC4)C2c2ccc(OC)cc2)cc1 (stereo not given) | 85.5 | 64.4 | 70.3 | 88.4 | 93.4 | 64.9 | 66.6 | 121.8 | 79.2
c1ccc2nc(N3CCCCC3)c(N3CCCCCC3)nc2c1 | 106.1 | 97.3 | 98.3 | 109.3 | 99.2 | 99.8 | 102.4 | 103.3 | 105.0
Nc1ccc(N=Nc2ccc(N)cc2)cc1 | 102.1 | 101.3 | 83.7 | 100.8 | 89.4 | 38.2 | 94.7 | 93.8 | 101.6
CCN(CC)c1ccc(NC(=O)c2cccs2)cc1 | 119.4 | 79.7 | 90.2 | 94.2 | 94.7 | 92.3 | 91.1 | 127.2 | 97.2
O=C(Nc1ccccc1)c1cc([N+](=O)[O-])ccc1O | 85.9 | 97.3 | 101.1 | 108.3 | 92.5 | 88.8 | 102.0 | 98.9 | 109.9
Cc1ccc(/C=N\NC(=O)c2[nH]c3ccc(F)cc3c2-c2ccccc2)cc1 | -24.8* | 10.8 | 41.5 | 24.1 | 35.1 | 32.1 | 2.1* | 72.5 | 25.7
O=C(CSc1nc2sc3c(c2c(=O)n1-c1ccc(Cl)cc1)CCCC3)Nc1nc(-c2ccc(Cl)cc2)cs1 | 96.2 | 60.7 | 88.5 | 87.8 | 92.8 | 74.7 | 67.0 | 115.8 | 75.2
O=C(/C=C/c1cccc(Cl)c1)c1ccc(Nc2nc(Nc3ccc(F)cc3)nc(Nc3ccc(Cl)cc3)n2)cc1 | 98.2 | 82.3 | 135.8 | 101.2 | 99.1 | 94.6 | 108.2 | 126.9 | 103.8
Cc1cccc[n+]1CCC(N)=O | 118.4 | x | 105.6 | 105.3 | x | 88.2 | 107.7 | 102.1 | 107.2
COc1ccc(-c2nn(CC(=O)N3CCCC3)c3ncnc(N)c23)cc1 | 106.5 | 97.0 | 90.4 | 99.2 | 90.4 | 69.3 | 94.6 | 99.8 | 105.3
FC(F)(F)Oc1ccc(Oc2ccc(Nc3ncnc4onc(-c5ccccc5)c34)cc2)cc1 | 96.0 | 95.6 | 96.4 | 107.2 | 102.1 | 72.7 | 86.4 | 109.2 | 104.2
COc1cc(CNC(=O)/C=C/C=C/c2ccc3c(c2)OCO3)ccc1OCc1cn(-c2ccccc2)nn1 | 99.7 | 85.5 | 84.0 | 88.0 | 115.0 | 101.0 | 100.4 | 125.0 | 103.3
Cc1cc(C)c(C)c(C(=O)OCCN2CCCCC2)c1C | 97.6 | 83.3 | x | 100.0 | 94.5 | 75.1 | 73.6 | 86.3 | 92.1
COc1ccc(C2Nc3n[nH]c(N)c3-c3nc4ccccc4n32)cc1OC (stereo not given) | 108.0 | 101.3 | 102.5 | 104.8 | 107.0 | 81.1 | 107.6 | 110.3 | 100.5
COc1cc(NC(=O)c2cncnc2Nc2ccc(OCc3cccc(F)c3)c(Cl)c2)cc(OC)c1 | 86.1 | 48.8 | 83.3 | 83.7 | 91.2 | 68.6 | 65.5 | 86.8 | 88.5
O=C1/C(=C/c2ccc(OCCCc3ccccc3)cc2)Oc2cc(OCCN3CCCCC3)ccc21 | 88.2 | 51.3 | 76.9 | 14.0 | 64.5 | 67.4 | x | x | 73.8
CC(=O)Oc1cccc(C2c3cccn3-c3ccccc3N2C(C)=O)c1O (stereo not given) | 82.8 | 75.6 | 88.3 | x | 102.6 | 57.7 | 109.6 | 98.7 | 80.5
O=C(/C=C/c1ccc(Cl)cc1)Nc1ncc(Cc2ccc(Cl)cc2)s1 | 39.0 | 47.4 | 82.2 | 38.1 | 86.3 | 83.4 | 46.9 | 90.8 | 40.8
CCCCCCCC/C=C/CCCCCCCC1=NCC[N+]1(CCO)CCO | 72.0 | 59.8 | 76.0 | 80.6 | 72.3 | 65.4 | 13.0 | 41.2 | 71.4
CCCCCn1c(C)cc(/C=C\c2ccc3cc(C)ccc3[n+]2C)c1C | -70.1* | -34.4* | -90.3* | -12.0* | -76.7* | -61.4* | -61.8* | -57.6* | -35.9*
CC(C)=CCC1=C(O)[C@]2(CC=C(C)C)C[C@@H](CC=C(C)C)C(C)(C)[C@](C(=O)c3ccccc3)(C1=O)C2=O | 105.4 | 81.4 | 100.0 | 97.4 | 90.0 | 84.1 | 111.2 | 100.4 | 101.5
COc1ccc(Nc2nc(/N=C/c3ccc(C)cc3)n[nH]2)cc1 | 98.8 | 108.6 | 102.3 | 102.0 | 95.9 | 94.0 | 106.4 | 105.5 | 97.0
CSc1nc(Nc2cccc(NC(=O)/C(C#N)=C/c3ccc(Cl)cc3)c2)c(C#N)c(-c2cccc([N+](=O)[O-])c2)n1 | 110.8 | 86.1 | 93.1 | 89.9 | 98.0 | 64.9 | 108.2 | 147.2 | 96.3
COc1ccc(-c2nnc(CCC(=O)c3nc4ccccc4[nH]3)o2)cc1 | 122.7 | 95.3 | 99.9 | 106.2 | 103.0 | 71.5 | 101.2 | 111.8 | 113.6
CC(C)=CCC/C(C)=C/CC/C(C)=C/CC/C(C)=C/CC1CC(=O)C=C(C)[C@H]1O (stereo not given in full) | 78.7 | 56.7 | 89.8 | 66.2 | 74.6 | 62.5 | 72.0 | 108.9 | 91.2
SMILES | HCC-2998 | HCT-116 | SN12C | HCT-15 | 786-0 | UO-31 | HT29 | TK-10 | SW-620
O=C1c2cccc3c(-c4ccc5ncn(C6CCCCC6)c5c4)ccc(c23)C(=O)N1Cc1ccccc1 | 98.0 | 71.7 | 81.6 | 78.3 | 91.3 | 59.9 | 73.3 | 95.7 | 87.6
CC/C(=C(/c1ccc(O)cc1)c1ccc(OCCCN(C)C)cc1)c1ccc(Cl)cc1 | 106.9 | 95.4 | 115.1 | 101.7 | 94.8 | 93.3 | 97.6 | 98.6 | 106.1
Cc1ccc(C)c(NC(c2ccc(OC(F)F)c(OCC3CC3)c2)c2nnnn2C2CCCCC2)c1 (stereo not given) | 116.5 | 80.6 | 104.6 | 95.0 | 84.9 | 74.6 | 103.4 | 107.0 | 98.5
COc1ccc(NC(=O)N=Nc2c(O)[nH]c3ccccc23)cc1 | 90.9 | 85.2 | 89.2 | 103.9 | 102.2 | 71.4 | 103.0 | 103.4 | 86.4
COc1cc(/C=C2\CCC/C(=C\c3cc(CN4CCCCC4)c(O)c(OC)c3)C2=O)cc(CN2CCCCC2)c1O | 102.8 | 60.1 | 72.5 | 52.3 | 72.4 | 58.3 | 13.3 | 115.1 | 71.4
CC1(C)c2ccccc2C(=O)c2ccccc21 | x | 100.2 | 97.5 | 98.8 | 103.5 | x | 90.8 | 103.0 | 98.2
COc1ccc(/C=C(/c2ccccc2)[N+](=O)[O-])c(OC)c1 | -71.4* | -42.8* | -20.5* | -36.4* | -66.1* | -97.6* | -19.2* | -26.0* | -71.3*
CCOC(=O)c1c(-c2ccc(OC)cc2)c(C#N)c2c(C#N)c(N)nn2c1N | 62.9 | 16.0 | 40.8 | 22.6 | 45.3 | 47.6 | 6.6* | 57.7 | 26.9
O=C(/C=C/c1ccccc1Cl)c1cccc(OCCCOc2cccc(C(=O)/C=C/c3ccccc3Cl)c2)c1 | 109.3 | 100.7 | 103.9 | 106.9 | 103.5 | 82.3 | 112.2 | 117.4 | 98.4
COc1cc(/C=C/C(=O)NCC(=O)NN)cc(OC)c1OC | 99.7 | 98.0 | 103.5 | 102.5 | 99.7 | 85.1 | 90.9 | 90.3 | 104.1
O=C(c1ccccc1)c1ccc[n+](Cc2c(Cl)cccc2Cl)c1 | 105.2 | 113.0 | 107.8 | 99.4 | 100.4 | 90.1 | 92.7 | 103.1 | 102.9
O=C1/C(=C/c2cccc(O)c2)COc2ccc(O)cc21 | 102.6 | 10.1 | 73.8 | 10.6 | 82.1 | 79.6 | 72.7 | 129.9 | 9.6*
c1cncc(-c2ccnc3ccnn23)c1 | 101.7 | 101.8 | 104.5 | 101.8 | 99.8 | 90.8 | 97.3 | 92.4 | 109.8
COc1ccc2nc(NC(=O)CSC(=S)N3CCN(Cc4ccccc4)CC3)sc2c1 | x | 94.7 | 119.4 | 101.4 | 107.9 | 78.8 | 116.7 | 116.0 | 110.2
CCC(O)CN(C)Cc1cc2c(c3ccccc13)CCCC2 (stereo not given) | 91.9 | 62.0 | 88.5 | 64.4 | 58.1 | 59.4 | 42.6 | 104.6 | 83.3
CCn1c(SCC(=O)c2ccc(Cl)cc2)nnc1-c1ccncc1 | x | 100.3 | 114.2 | 104.3 | 111.0 | 93.6 | 102.1 | 112.4 | 99.5
COc1cc(/C=C/C(=O)c2ccccc2)ccc1Oc1nc(NCCO)nc(N2CCOCC2)n1 | 113.0 | 69.5 | 97.3 | 90.9 | 104.9 | 80.8 | 104.5 | 124.4 | 60.9
Cn1c(N)c(N=Cc2ccccc2)c(=O)n(C)c1=O | 104.1 | 92.8 | 104.5 | 102.8 | 103.5 | 81.5 | 100.8 | 117.1 | 106.6
O=S(=O)(NC1c2ccccc2CC1O)c1ccc(Cl)cc1 (stereo not given) | 103.9 | 94.4 | 98.2 | 99.2 | 108.5 | 76.3 | 111.6 | 114.0 | 99.9
CN1[C@@H]2CC[C@H]1/C(=C\c1ccccc1)C1=C2[C@@H](c2ccccc2)C(C#N)=C(N)O1 | 87.7 | 49.9 | 75.2 | 81.1 | 73.4 | 61.7 | 67.7 | 89.5 | 98.2
COc1ccccc1CN1CCCOP1(=O)Nc1ccccc1C (stereo not given) | 108.8 | 97.6 | 104.4 | 92.9 | 99.9 | 102.9 | 112.0 | 94.2 | 99.0
CN(C)CCCOc1ccc(OCCCN(C)C)c2c1C(=O)c1ccccc1C2=O | 16.7 | 8.4* | 6.5* | 91.5 | 16.6 | 62.7 | -20.6* | -6.0* | 3.1*
CCOc1ccc(CN(C2CCS(=O)(=O)C2)S(=O)(=O)c2ncsc2-c2ccccc2)cc1 (stereo not given) | 104.7 | 105.7 | 101.7 | 94.7 | 97.6 | 94.8 | 111.6 | 104.2 | 114.7
Cc1nn(-c2ccc([N+](=O)[O-])cc2)c2ncnc(N/N=C/c3ccccc3O)c12 | 40.4 | 18.1 | 6.2* | 26.2 | 3.2* | -11.5* | 30.1 | 35.5 | 25.1
CCOc1ccc(-c2ccccc2)cc1 | 98.8 | 107.4 | 103.0 | 107.4 | 101.0 | 88.9 | 104.0 | 98.9 | 117.5
SMILES | HCC-2998 | HCT-116 | SN12C | HCT-15 | 786-0 | UO-31 | HT29 | TK-10 | SW-620
CC(=O)c1ccc(NC(=O)CSc2nnc(-c3ccc(-c4nc5ccc(Cl)cc5[nH]4)cc3)o2)cc1 | 129.5 | 96.7 | 90.1 | 96.1 | 91.1 | 80.6 | 108.4 | 153.3 | 104.6
CCOC(=O)C1=C(C)N=C2Sc3cc(Cl)ccc3N2C1c1cn(-c2ccccc2)nc1-c1ccc(F)cc1 (stereo not given) | 83.0 | 60.9 | 87.6 | 76.9 | 94.2 | 57.3 | 84.7 | 100.3 | 101.6
COc1ccc(/C=C/C(c2cc(OC)c(OC)c(OC)c2)n2cncn2)cc1 (stereo not given) | 84.2 | 22.0 | 62.0 | 31.1 | 39.6 | 64.4 | 5.0* | 48.5 | 26.6
COc1ccc(OC)c([N+](=O)[O-])c1C(=O)CNC(C)=O | 101.0 | 105.8 | 100.0 | 95.8 | 102.6 | 84.7 | 109.2 | 104.6 | 106.4
CCCNNC(=O)/C=C/c1ccc(CNCCc2c(C)[nH]c3ccccc23)cc1 | 13.3[2.5 µM] | 0.5*[2.5 µM] | 26.3[2.5 µM] | 42.8[2.5 µM] | 22.8[2.5 µM] | 13.8[2.5 µM] | 5.8*[2.5 µM] | -16.2*[2.5 µM] | 10.7[2.5 µM]
c1cc2c3c(cccc3c1)-c1nc3ccccc3nc1-2 | 115.7 | 76.4 | 82.4 | 75.4 | 98.6 | 38.5 | 81.2 | 63.3 | 74.5
COc1ccc(/C=N/NC2=NC3C(S2)N(C)C(=O)N3C)cc1 (stereo not given) | 67.0 | 33.5 | 44.3 | 28.4 | 43.9 | 45.0 | 8.3* | 76.2 | 16.1
